Compound activity: PubChem BioAssay, several laboratories
GC-A act = GC-A (human) enzyme activation | P16066 | HEK293 GC-A cells, cGMP TR-FRET, EC30 ANP; 0% at EC30 ANP, 100% saturating ANP | activation, % at 10 µM | 370,000 compounds, 0.14% hits; in the data active means activation above about 40%
DAX1 inh-1 = inhibitors of DAX1 repression of SF-1 activated StAR promoter. HEK293T StAR-luciferase reporter, SF-1/DAX-1 repression relief. 370,000 compounds, 1.1% hits. AID 652010. inhibition, % at 6.8 µM;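 active means inhibition above the mean over all tested compounds plus 3 SD, cut at about 3.6% in these data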;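 further: 0% = DAX-1 cells with DMSO and 100% = cells lacking DAX-1 with DMSO; higher inhibition means more luminescence from relief of DAX-1 repression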
HGIII-sPLA2 inh = Inhibits HGIII-sPLA2 liposome hydrolysis, primary screen. AID 743126. QFRET BODIPY PC-A2 liposome hydrolysis, fluorescence. inhibition, % at 12.2 µM. Q9NZ20. 370,000 compounds, 0.56% hits;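 active means inhibition above mean plus 3 SD of compounds lying within the high and low control bounds, cut at about 19% in these data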;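 further: 0% = median of test compound wells and 100% = no enzyme DMSO wells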
Target sequence (Q9NZ20 whole entry, looked up): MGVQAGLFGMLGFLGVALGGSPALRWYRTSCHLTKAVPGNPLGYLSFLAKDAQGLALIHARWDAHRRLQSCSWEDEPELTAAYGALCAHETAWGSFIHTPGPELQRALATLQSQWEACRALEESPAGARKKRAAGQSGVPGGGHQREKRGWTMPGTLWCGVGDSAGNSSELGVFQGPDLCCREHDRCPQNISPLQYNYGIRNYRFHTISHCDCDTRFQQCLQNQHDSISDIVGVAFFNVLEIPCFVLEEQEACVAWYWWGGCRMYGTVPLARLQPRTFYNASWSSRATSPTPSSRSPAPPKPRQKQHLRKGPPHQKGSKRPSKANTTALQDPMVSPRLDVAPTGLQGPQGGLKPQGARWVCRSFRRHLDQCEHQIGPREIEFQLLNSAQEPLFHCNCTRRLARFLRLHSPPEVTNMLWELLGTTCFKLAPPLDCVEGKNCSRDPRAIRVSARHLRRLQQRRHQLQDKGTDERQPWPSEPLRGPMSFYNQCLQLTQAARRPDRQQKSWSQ
GC-B act = GC-B (human) receptor activation; activation, % at 10 µM; AID 1920062; 370,000 compounds, 0.11% hits; HEK293-GC-B cells, CNP EC30, cGMP TR-FRET; 0% at EC30 CNP, 100% saturating CNP;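 active means activation at 10 µM reaching about 35% in either raw or pattern-adjusted values, limit read from the data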
DAX1 inh-2 = inhibitors of human orphan nuclear receptor DAX1 (NR0B1); P51843; HEK293 Gal4-DAX1 luciferase reporter, luminescence; inhibition, % at 6.75 µM; 340,000 compounds, 0.99% hits; AID 504766;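 active means inhibition above the mean over all tested compounds plus 3 SD, cut at about 4.2% in these data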;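 further: 0% = DAX1-transfected cells with DMSO and 100% = empty-vector control cells with DMSO; inhibition shows as a rise in luminescence from relieved DAX1 repression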
Target sequence (P51843 207-470 limits assumed): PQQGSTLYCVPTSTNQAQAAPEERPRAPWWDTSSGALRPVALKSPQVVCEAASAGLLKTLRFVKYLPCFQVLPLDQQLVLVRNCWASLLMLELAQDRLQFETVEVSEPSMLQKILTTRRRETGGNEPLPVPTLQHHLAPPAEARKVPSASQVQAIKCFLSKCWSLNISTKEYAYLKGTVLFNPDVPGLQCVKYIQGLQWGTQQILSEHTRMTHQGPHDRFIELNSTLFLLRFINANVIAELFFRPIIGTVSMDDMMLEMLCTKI
proKLK7 act = activators of human kallikrein-7 zymogen; P49862; purified proKLK7, EDANS-DABCYL substrate fluorescence; 100% is mature enzyme control, 0% vehicle; activation, % at 7 µM; 370,000 compounds, 0.9% hits; AID 652039;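 active means activation above the mean of all tested compounds plus 3 SD, computed per campaign excluding outliers beyond control limits, cut at about 13% in these data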
Target sequence (P49862 whole entry, looked up): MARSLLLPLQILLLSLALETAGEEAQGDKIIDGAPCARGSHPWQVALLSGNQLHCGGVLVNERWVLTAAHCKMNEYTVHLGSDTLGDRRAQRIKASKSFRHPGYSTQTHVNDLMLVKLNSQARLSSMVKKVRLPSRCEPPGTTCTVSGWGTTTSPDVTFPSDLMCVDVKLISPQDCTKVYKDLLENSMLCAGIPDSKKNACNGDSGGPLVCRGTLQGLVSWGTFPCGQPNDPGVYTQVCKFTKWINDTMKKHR
FXN GAA850 act = increases GAA850 frataxin promoter reporter activity; HEK293 lucGAA850 FXN promoter luciferase reporter, 24 h; percent of 10 µM SAHA response; activation, % at 6 µM; 360,000 compounds, 0.56% hits;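 active means activation above the average of all compounds screened plus 3 SD, cutoff fixed separately per campaign, cut at about 7.5% in these data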;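 further: 0% = DMSO wells and 100% = 10 µM SAHA wells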
SMARCA2 activ = activators of SMARCA2 function. MG213 cells, MMTV-luciferase reporter, dexamethasone, overnight. activation, % at 9.1 µM. 370,000 compounds, 1% hits. AID 652017; in the data active means activation above about 7.8%;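 further: 0% = vehicle wells and 100% = reference activator wells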
ssDAF-12 act = S. stercoralis DAF-12 activation, primary screen; HEK293 ssDAF-12/GRIP1 lit1-tk-luc reporter, luminescence; % of 3 µM dafachronic acid response; activation, % at 6.8 µM; 370,000 compounds, 1% hits;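 active means activation above the mean over all tested compounds plus 3 SD, cut at about 0.9% in these data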;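 further: 0% = DMSO-only wells and 100% = 3 µM delta7-dafachronic acid wells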
hcDAF12 agonist = H. contortus DAF-12 activation, primary screen. HEK293 hcDAF-12 lit1-tk-luc reporter, luminescence; 0% DMSO, 100% Δ7-dafachronic acid. 370,000 compounds, 1.4% hits. AID 652067. activation, % at 6.8 µM;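 active means activation above the mean of all tested compounds plus 3 SD, cut at about 5.5% in these data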;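 further: 100% = response to 3 µM Δ7-dafachronic acid high control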
hgDAF-12 ag = activates the H. glycines DAF-12 receptor ligand-binding domain; HEK293 GAL4-hgDAF12 UAS-luciferase reporter, agonist luminescence; normalized to butyrate control; activation, % at 6.8 µM; 370,000 compounds, 1.8% hits;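 active means activation above a cutoff set at the mean of all screened compounds plus 3 SD, cut at about 10% in these data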;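 further: 0% = DMSO wells and 100% = sodium butyrate wells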
An asterisk follows results filed as active; / = not tested or not shown. Compounds were not picked by outcome; about 6.7% have a hit in one of these screens.

SMILES | GC-A act | DAX1 inh-1 | HGIII-sPLA2 inh | GC-B act | DAX1 inh-2 | proKLK7 act | FXN GAA850 act | SMARCA2 activ | ssDAF-12 act | hcDAF12 agonist | hgDAF-12 ag
CCN(C(=O)COC(=O)c1ccccc1NCCO)c1cccc2ccccc12 | 1 | 0.8 | -8 | -2 | -1.0 | -8.5 | 3.0 | -2 | -1.8 | -1.8 | -3.4
CCOc1ccc(OCC)c(NC(=O)CSc2nnnn2CC)c1 | 1 | -0.2 | 2 | 0 | 4.3* | -0.7 | -0.8 | -1 | -1.0 | -2.2 | 0.4
CN(Cc1ccccc1C(F)(F)F)C(=O)C1CCC(=O)N(CC2CCCCC2)C1 (stereo unspecified) | 1 | -0.5 | 0 | -2 | 1.2 | -0.8 | 0.5 | -5 | -1.0 | 1.3 | -3.4
CCOCCCNC(=S)N(Cc1ccccc1)Cc1nc2ccccc2c(=O)[nH]1 | -1 | 0.8 | -12 | 3 | -1.7 | 1.8 | -1.2 | -3 | -0.4 | -1.0 | 2.8
O=C(c1ccccc1)N1CCN(C(=O)c2cc3nc(-c4ccccc4)cc(C(F)(F)F)n3n2)CC1 | 10 | 0.0 | -1 | 9 | -1.5 | 0.0 | 0.4 | 0 | -1.2 | 0.2 | -2.7
CCC(c1nnc(SCC(=O)NCCc2ccc(Cl)cc2Cl)o1)N(C)C (stereo unspecified) | 4 | -0.2 | 4 | 3 | -0.2 | 0.3 | 2.9 | -4 | -1.0 | -1.3 | -1.8
COc1ccccc1NC(=O)Nc1ccccc1C#N | -2 | -0.6 | 6 | 4 | 2.2 | 1.2 | 0.7 | 1 | -1.3 | 0.9 | -1.4
Cc1ccccc1S(=O)(=O)N1[C@@H](c2cccc(Cl)c2)C(C(=O)OC(C)(C)C)=CC[C@H]1c1ccc(Cl)cc1 | -3 | -0.7 | 12 | -4 | / | -0.5 | / | -6 | -0.9 | -1.0 | -1.0
COc1ccc(OC)c(CN2CCC(Cc3ccccc3)CC2)c1 | -6 | 0.0 | 3 | -2 | 1.2 | -0.1 | -1.5 | -1 | -0.5 | -2.7 | 0.8
CCN(CC)CCC(c1ccc(N(C)C)cc1)c1c(OC)cc(OC)c2ccc(=O)oc12 (stereo unspecified) | -9 | 0.1 | 1 | -18 | -0.2 | 1.2 | -0.1 | -1 | -0.8 | -0.4 | 3.4
CC(C)c1cccc(C(C)C)c1NC(=O)COC(=O)c1ccc2c(c1)S(=O)(=O)c1ccccc1C2=O | 0 | -0.3 | -3 | 0 | -0.6 | 0.0 | 3.2 | 2 | -0.8 | 4.0 | 2.0
Cn1c(CNS(=O)(=O)c2ccc(Br)cc2)n[nH]c1=S | 2 | 0.0 | 8 | -7 | -0.8 | 0.4 | -0.2 | -2 | -0.6 | -1.5 | -0.1
COc1ccc(NC(=O)c2cccc(-n3c(C)ccc3C)c2)c(OC)c1 | 3 | -0.1 | 1 | 1 | 0.4 | -0.1 | -1.9 | 3 | -1.0 | -0.3 | -0.9
Cc1ccc(C(=O)COC(=O)C2CC(=O)N(c3nc(-c4ccccc4)cs3)C2)cc1C (stereo unspecified) | 0 | 0.1 | -4 | -5 | 0.3 | -0.7 | -0.5 | 1 | -1.1 | 0.2 | 0.6
CN1CCN(S(=O)(=O)c2ccc(N3CCN(S(=O)(=O)c4cccs4)CC3)nc2)CC1 | 0 | -0.2 | -3 | -4 | -0.5 | 0.2 | -0.8 | -1 | -1.1 | -2.8 | -0.3
Cc1cnc(C(=O)OCC(=O)Nc2sc3c(c2C#N)CCC3)cn1 | 0 | 0.5 | 2 | -5 | -0.8 | 0.3 | 0.9 | -1 | -0.6 | -0.7 | 1.1
O=C(COC(=O)Cc1ccc(Br)cc1)NC1CCCCCC1 | -3 | 0.3 | -9 | 2 | 0.4 | -0.3 | 3.2 | 1 | -0.9 | -0.8 | 3.2
O=C(COC(=O)c1cc(-c2ccco2)nc2ccccc12)NCc1ccc2c(c1)OCO2 | -5 | -0.2 | 13 | -6 | -0.5 | 6.5 | 2.1 | 0 | -1.5 | -0.9 | -0.3
COC(=O)[C@]1(Cc2ccccc2)N[C@H](CN(C)C(=O)Nc2ccc(C(F)(F)F)cc2)[C@@H]2C(=O)N(Cc3ccccc3)C(=O)[C@@H]21 | -4 | 2.9 | -1 | -2 | -0.1 | 0.1 | -1.8 | -6 | -0.9 | 1.6 | 0.6
COc1ccc(C(=O)N2CCC(c3ccccc3)CC2)c(OC)c1OC | -1 | 0.2 | -7 | 2 | 1.3 | 0.4 | -0.5 | -1 | -1.5 | -0.6 | 0.0

Gathered by group, the compounds so far with fluorine
SMILES | GC-A act | DAX1 inh-1 | HGIII-sPLA2 inh | GC-B act | DAX1 inh-2 | proKLK7 act | FXN GAA850 act | SMARCA2 activ | ssDAF-12 act | hcDAF12 agonist | hgDAF-12 ag
CN(Cc1ccccc1C(F)(F)F)C(=O)C1CCC(=O)N(CC2CCCCC2)C1 (stereo unspecified) | 1 | -0.5 | 0 | -2 | 1.2 | -0.8 | 0.5 | -5 | -1.0 | 1.3 | -3.4
O=C(c1ccccc1)N1CCN(C(=O)c2cc3nc(-c4ccccc4)cc(C(F)(F)F)n3n2)CC1 | 10 | 0.0 | -1 | 9 | -1.5 | 0.0 | 0.4 | 0 | -1.2 | 0.2 | -2.7
COC(=O)[C@]1(Cc2ccccc2)N[C@H](CN(C)C(=O)Nc2ccc(C(F)(F)F)cc2)[C@@H]2C(=O)N(Cc3ccccc3)C(=O)[C@@H]21 | -4 | 2.9 | -1 | -2 | -0.1 | 0.1 | -1.8 | -6 | -0.9 | 1.6 | 0.6

Later entries
SMILES | GC-A act | DAX1 inh-1 | HGIII-sPLA2 inh | GC-B act | DAX1 inh-2 | proKLK7 act | FXN GAA850 act | SMARCA2 activ | ssDAF-12 act | hcDAF12 agonist | hgDAF-12 ag
CCOC(=O)c1ccccc1NC(=O)CN1CCC(n2nnc3cc(F)ccc32)CC1 | -33 | 0.9 | 8 | -9 | -0.9 | -0.5 | 1.5 | -3 | -0.6 | 0.8 | -1.8
CCc1nn(CCCC(=O)N2CCN(c3cccc(C)c3C)CC2)c(=O)c2cc3occc3n12 | 5 | -0.6 | -12 | 2 | 0.5 | 0.5 | -0.3 | -2 | -1.7 | -2.2 | -2.0
COc1ccc(CNC2CCSc3ccccc32)cc1OC (stereo unspecified) | -2 | -0.3 | 1 | -2 | -1.3 | 0.7 | -0.2 | -2 | -1.0 | 2.2 | -0.5
CCCCn1c(N)c(N(CCOC)C(=O)C2CCN(S(=O)(=O)c3ccc(F)cc3)CC2)c(=O)[nH]c1=O | 0 | -0.3 | -1 | -1 | -0.8 | 0.2 | 2.2 | -2 | -0.5 | 0.5 | -0.2
CCCCn1c2nc3ccccc3nc2c2c(=O)n(CCC)cnc21 | 17 | -0.3 | 3 | -4 | 0.9 | -0.3 | -3.3 | 1 | -1.4 | -0.7 | -1.8
COc1ccc(Br)cc1CN1CCCCCC1 | -7 | 0.1 | 1 | 0 | 2.0 | 0.3 | -1.1 | 0 | -0.4 | -0.3 | 2.9
Cc1ccc(NC2Nc3cc(C)nn3S2)c(C)c1 (stereo unspecified) | 4 | 2.3 | 15 | -1 | 0.0 | -0.7 | 3.0 | 0 | -1.4 | 0.9 | 5.0
COc1ccc(C(=O)Cc2ccc(OC)c(OC)c2)cc1 | 1 | 1.4 | -2 | 4 | -0.8 | 0.0 | 1.9 | 5 | -1.3 | 0.8 | 2.9
COC(=O)c1cnn(-c2ccccc2)c1C(OC)OC | 1 | 0.0 | -2 | 1 | 4.5* | 0.1 | 0.5 | -2 | -1.5 | -0.3 | 0.5
O=C(CCC(=O)N1CCSc2ccccc21)NC1CCCCC1 | 1 | 0.6 | 6 | 0 | 0.6 | 0.6 | 8.0* | -1 | -0.3 | -0.8 | 0.0

Gathered by group, the entries above with a CF3 group (three)
SMILES | GC-A act | DAX1 inh-1 | HGIII-sPLA2 inh | GC-B act | DAX1 inh-2 | proKLK7 act | FXN GAA850 act | SMARCA2 activ | ssDAF-12 act | hcDAF12 agonist | hgDAF-12 ag
CN(Cc1ccccc1C(F)(F)F)C(=O)C1CCC(=O)N(CC2CCCCC2)C1 (stereo unspecified) | 1 | -0.5 | 0 | -2 | 1.2 | -0.8 | 0.5 | -5 | -1.0 | 1.3 | -3.4
O=C(c1ccccc1)N1CCN(C(=O)c2cc3nc(-c4ccccc4)cc(C(F)(F)F)n3n2)CC1 | 10 | 0.0 | -1 | 9 | -1.5 | 0.0 | 0.4 | 0 | -1.2 | 0.2 | -2.7
COC(=O)[C@]1(Cc2ccccc2)N[C@H](CN(C)C(=O)Nc2ccc(C(F)(F)F)cc2)[C@@H]2C(=O)N(Cc3ccccc3)C(=O)[C@@H]21 | -4 | 2.9 | -1 | -2 | -0.1 | 0.1 | -1.8 | -6 | -0.9 | 1.6 | 0.6

(next part)
SMILES | GC-A act | DAX1 inh-1 | HGIII-sPLA2 inh | GC-B act | DAX1 inh-2 | proKLK7 act | FXN GAA850 act | SMARCA2 activ | ssDAF-12 act | hcDAF12 agonist | hgDAF-12 ag
Cc1cc(C)c(S(=O)(=O)N2CCN(C(=O)c3ccccc3OCc3c(C)noc3C)CC2)c(C)c1 | -10 | -2.1 | 1 | -6 | 0.8 | 0.2 | -1.8 | -1 | -1.4 | 1.7 | -1.2
COc1cc(N)c(Cl)cc1C(=O)OCC(=O)NC1CCCC1 | 1 | -0.2 | 4 | -3 | -2.2 | -0.2 | -1.8 | -3 | -1.4 | -3.7 | -1.2
O=C(COc1ccccc1)NCc1n[nH]c(=S)n1-c1ccccc1 | 3 | 0.4 | 8 | -2 | 0.0 | -0.3 | 0.6 | -3 | -1.1 | 1.1 | -0.2
COc1ccc2nc3oc(C(=O)NCCCOC(C)C)cc3cc2c1 | 14 | -0.3 | 2 | 6 | 0.5 | 0.1 | 0.1 | -1 | -1.6 | -3.1 | -1.4
CCN(CC)CCN1C(=O)C(=O)/C(=C(/O)c2c(C)[nH]c(C(=O)OC)c2C)C1c1ccco1 (stereo unspecified) | 8 | 0.2 | 1 | 3 | 0.1 | 0.1 | 2.3 | 3 | -2.1 | 1.1 | 3.6
CCOc1ccc(CCNC(=O)COC(=O)CNS(=O)(=O)c2ccc(NC(C)=O)cc2)cc1OCC | 4 | 0.4 | -3 | 3 | 0.2 | 0.6 | 1.4 | -1 | -0.9 | -1.3 | 2.1
O=C(O)CC(CC(=O)Nc1ccc(C(=O)O)cc1)c1ccccc1 (stereo unspecified) | 2 | 0.2 | 7 | 7 | -0.3 | 0.2 | 0.9 | -4 | -0.5 | -0.5 | -1.3
CCC(=O)NC(c1ccccc1Cl)c1c(O)ccc2ccccc12 (stereo unspecified) | -10 | -1.0 | -38 | -13 | -0.8 | -1.1 | 0.5 | -6 | -1.6 | -1.9 | 0.4
Nn1c(SCc2nc3ccccc3[nH]2)nnc1-c1cccnc1 | -5 | 0.6 | 11 | 5 | 2.1 | 0.3 | 0.1 | 0 | 0.0 | 2.6 | 0.4
O=C(Nc1cc([N+](=O)[O-])ccc1N1CCCC1)c1cccs1 | 4 | -2.4 | 0 | 1 | 0.0 | 0.8 | -2.4 | -1 | -0.9 | 1.6 | -0.4
